Screening data: PubChem BioAssay, several laboratories
MDM2 E3 inh = Mdm2 E3 ligase (human) inhibition | hit rate 0.11% among 210,000 | cell-based MDM2 ubiquitination luciferase reporter, 2 h; 0 = plate control, 100 = twice control, blank-subtracted | Q00987 | AID 1230 | signal enhancement, % at 5 µM;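 active = signal enhancement of 30% or more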;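 note: luminescence tracks abundance of the self-degrading MDM2-luciferase fusion protein; higher signal means inhibition of MDM2 E3 ligase activity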
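Material: stable MDM2–luciferase fusion reporter cells / Quantity: 2000 cells/well / Dosing: single 5 µM compound dose, 0.2% final DMSO / Buffer or medium: DMEM / Schedule: 4 h cell settling then 2 h compound exposure, 37 °C / Detection: luminescence with SteadyLite reagent, 15 min at room temperature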
eIF4E-4G inh = blocks eIF4E binding to eIF4G; TR-FRET eIF4E-eIF4GI(517-606) binding, 2 h; inhibition, % at 21.7 µM; hit rate 0.37% among 220,000; AID 782;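 active = inhibition above about 30%, limit read from the data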;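 note: 0% = full FRET control wells and 100% = background wells lacking eIF4GI fragment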
Target sequence (P63073 whole entry, looked up, the tested form may be a part): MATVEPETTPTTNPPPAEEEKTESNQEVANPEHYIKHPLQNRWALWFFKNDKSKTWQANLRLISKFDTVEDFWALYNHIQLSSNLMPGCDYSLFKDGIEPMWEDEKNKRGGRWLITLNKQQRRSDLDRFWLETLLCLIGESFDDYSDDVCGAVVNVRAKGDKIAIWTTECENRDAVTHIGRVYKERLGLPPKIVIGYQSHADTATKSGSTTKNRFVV
Target sequence (Q04637 whole entry, looked up, the tested form may be a part): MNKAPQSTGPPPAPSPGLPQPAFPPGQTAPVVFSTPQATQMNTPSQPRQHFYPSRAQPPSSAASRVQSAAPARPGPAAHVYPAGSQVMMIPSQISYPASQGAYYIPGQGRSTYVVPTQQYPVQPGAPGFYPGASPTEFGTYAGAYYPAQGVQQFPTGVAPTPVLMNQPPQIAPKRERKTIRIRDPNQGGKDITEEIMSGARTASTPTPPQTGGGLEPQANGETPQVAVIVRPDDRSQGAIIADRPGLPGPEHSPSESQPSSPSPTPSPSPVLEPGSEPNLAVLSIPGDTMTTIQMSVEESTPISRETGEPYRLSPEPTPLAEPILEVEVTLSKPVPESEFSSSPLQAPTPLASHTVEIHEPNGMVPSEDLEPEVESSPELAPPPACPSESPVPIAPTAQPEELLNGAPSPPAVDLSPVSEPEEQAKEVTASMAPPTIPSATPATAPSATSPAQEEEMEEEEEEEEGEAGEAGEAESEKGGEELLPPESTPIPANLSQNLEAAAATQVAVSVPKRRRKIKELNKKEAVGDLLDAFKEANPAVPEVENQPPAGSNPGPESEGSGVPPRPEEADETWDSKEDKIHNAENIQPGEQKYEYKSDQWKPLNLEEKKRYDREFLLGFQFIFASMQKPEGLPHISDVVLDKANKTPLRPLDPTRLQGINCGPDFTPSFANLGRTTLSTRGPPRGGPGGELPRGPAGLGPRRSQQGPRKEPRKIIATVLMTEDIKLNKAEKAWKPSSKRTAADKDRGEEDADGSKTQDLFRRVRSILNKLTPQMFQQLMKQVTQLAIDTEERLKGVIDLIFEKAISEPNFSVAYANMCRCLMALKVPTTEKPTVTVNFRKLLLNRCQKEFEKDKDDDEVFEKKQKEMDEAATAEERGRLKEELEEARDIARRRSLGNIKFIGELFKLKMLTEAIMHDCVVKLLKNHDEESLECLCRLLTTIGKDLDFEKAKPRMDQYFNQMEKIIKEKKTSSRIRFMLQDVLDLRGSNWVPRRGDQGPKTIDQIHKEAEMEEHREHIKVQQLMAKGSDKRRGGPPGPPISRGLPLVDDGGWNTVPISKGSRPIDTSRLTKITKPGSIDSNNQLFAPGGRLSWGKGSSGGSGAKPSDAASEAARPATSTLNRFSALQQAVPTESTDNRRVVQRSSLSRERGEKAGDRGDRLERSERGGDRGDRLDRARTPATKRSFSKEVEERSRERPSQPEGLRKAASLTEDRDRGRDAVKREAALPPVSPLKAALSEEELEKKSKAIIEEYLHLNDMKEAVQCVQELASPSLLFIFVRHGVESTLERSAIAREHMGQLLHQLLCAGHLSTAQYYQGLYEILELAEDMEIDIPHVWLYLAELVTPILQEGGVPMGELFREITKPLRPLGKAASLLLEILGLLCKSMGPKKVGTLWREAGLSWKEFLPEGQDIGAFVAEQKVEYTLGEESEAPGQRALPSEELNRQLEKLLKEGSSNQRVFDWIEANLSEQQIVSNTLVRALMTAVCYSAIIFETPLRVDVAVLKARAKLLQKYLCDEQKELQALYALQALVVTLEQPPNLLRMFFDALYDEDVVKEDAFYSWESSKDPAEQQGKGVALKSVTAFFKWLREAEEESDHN
EBV gp42 inh = EBV gp42 inhibition; Fluorescence polarization binding assay, mP read-out; Q1HVG2; hit rate 0.42% among 220,000; inhibition, % (tested at 21.74 µM); in the data active = inhibition above about 50%
PERK inh = human PERK inhibition, primary cell-based screen | CHO PERK-DD fusion, SEAP luminescence translation reporter | Q9NZJ5 | inhibition, % at 5.6 µM | hit rate 0.17% among 220,000;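 active = inhibition above the mean inhibition of all tested compounds plus 3 SD, set separately per screening campaign, cut at about 2.9% in these data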;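 note: PERK kinase domain activated by AP20187 dimerizer at 100 nM; 0% = DMSO with dimerizer and 100% = rapamycin at 8.4 µM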
Rad51 HR inh = Rad51 (human) homologous recombination inhibition; Q06609; hit rate 0.085% among 200,000; inhibition, % at 10 µM; hRad51 DNA strand exchange, fluorescence dequenching;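 active = inhibition above 40% at the single screening dose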;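 note: 0% = DMSO control wells and 100% = blanks with heterologous ssDNA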
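System: human Rad51 nucleoprotein filaments preassembled on unlabelled ssDNA. Reagent: labelled 47-mer dsDNA for strand exchange. Schedule: 30-min compound preincubation and 15-min exchange, both room temperature. Measured by: FRET fluorescence dequenching, excitation 485 nm, emission 520 nm. Read-out: Fluorescence-based percent inhibition, control- and blank-normalised. Benchmarks: plate controls and plate blanks.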
Calpain2 inh = calpain II (pig) inhibition; purified calpain II, fluorogenic peptide substrate, 30 min; inhibition, % at 16 µM; hit rate 0.37% among 220,000; AID 1236;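 active = inhibition above about 50%, limit read from the data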
zVAD death inh = blocks zVAD induced death of L929 cells; L929 zVAD necroptosis rescue, ATP luminescence, 24 h; with zVAD 60 µM; viability rescue, % at 10 µM; hit rate 0.38% among 220,000;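 active = activation, scaled between plate controls, above about 75%, limit read from the data; inactive = activation under that limit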;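 note: 0% = zVAD with DMSO and 100% = DMSO alone without zVAD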
KCC2 mod = KCC2 (human) Cl- transport modulation; Q9H2X9; KCC2 cells, thallium flux FluoZin-2 fluorescence; B-score of Tl+ flux slope (higher = more flux/activation; lower = inhibition) at 10 µM; hit rate 2.2% among 190,000;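 active = thallium flux slope and its plate-corrected score both differing from the plate sample mean at a set confidence after two filtering rounds, in either direction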;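 note: slope of fluorescence scaled to starting intensity during 10 to 20 s after thallium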
TNF necrop inh = TNF-alpha cell death inhibition in Jurkat FADD-/- cells. Jurkat FADD-/- TNF necroptosis rescue, ATP luminescence, 24 h; 0 = TNF only, 100 = no-TNF cells. activation (protection from cell death), % at 10 µM. hit rate 0.068% among 220,000;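 active = activation, meaning protection from cell death, of at least 50% relative to plate controls; inactive = activation below 50%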;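 note: necroptosis triggered by 40 ng/mL TNF-alpha added together with compound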
An asterisk follows results filed as active; i = inactive; nt = not tested or not shown; [ ] = remark or other dose.

SMILES	MDM2 E3 inh	eIF4E-4G inh	EBV gp42 inh	PERK inh	Rad51 HR inh	Calpain2 inh	zVAD death inh	KCC2 mod	TNF necrop inh
CC(C)CC(NC(=O)C(NC(=O)C(Cc1ccc(OCc2ccccc2)cc1)NC(=O)OC(C)(C)C)C(C)C)C(N)=O (centres undefined)	-5	0	6	0.5	-5	-38	1.3	-0.16	-0.2
COc1ccc(Nc2nnc(SC(C(=O)Nc3cc(C)ccc3C)c3ccccc3)s2)cc1 (centres undefined)	-29	1	1	0.3	-13	28	0.3	-0.23	4.3
O=C(N/N=C/c1cc(Cl)cc([N+](=O)[O-])c1O)C1CC1	-5	-2	-3	0.0	10	0	0.2	0.13	-0.4
CCn1c(NN)nc2sc3c(c2c1=O)CCC3	-14	9	-18	0.9	-9	-173	-1.2	6*	-1.0
CCC[N+]1(CC#CC2(O)CCCCC2)CCOCC1	-3	6	-29	1.4	-2	-18	4.5	0.26	0.7
Cc1cc(-n2cnc(-c3cn(C)nc3C)n2)no1	-10	-6	-5	0.1	7	-12	80*	1.6	-0.1
Fc1ccc(NC(=S)N2CCOCC2)cc1Cl	-14	1	-7	0.5	nt	28	-0.1	nt	0.5
COc1ccc(Cn2nnnc2C(c2cc3ccc(OC)cc3[nH]c2=O)N2CCC(C)CC2)cc1 (centres undefined)	-9	-9[fluorescence artefact?]	-7	0.3	0	-53	-1.0	nt	-0.8
CC(C)C(NC(=O)c1ccc(S(=O)(=O)N2CCOCC2)cc1)c1nc2ccccc2[nH]1 (centres undefined)	-8	7	1	0.9	-9	2	0.3	-0.0028	1.2
COc1ccc(NC(=O)C2CCN(S(=O)(=O)c3cccc4cccnc34)CC2)cc1OC	-11	-1[fluorescence artefact?]	0	0.2	nt	-37	1.4	-0.11	-0.1
N#Cc1ccc(CSc2nnc(NC(=O)C3CC(=O)N(c4ccc5c(c4)OCCO5)C3)s2)cc1 (centres undefined)	8	6	14	0.0	3	-72	-0.6	-0.43	-0.9
O=C(CCc1ccccc1)Nc1nnc(-c2ccc3c(c2)CCCC3)o1	-25	2	-6	1.6	-3	12	0.6	2.6	-0.6
C=CCn1c(SCC(=O)Nc2ccccc2C)nnc1-c1ccncc1	-13	2	-22	0.4	-1	-30	0.0	1.7	-2.2
O=C(O)CCC(=O)Nc1ccc(C(=O)OC2CCCCC2)cc1	-10	4	-3	0.1	-4	15	0.1	0.83	0.4
CCN(CC)c1nc2ccccc2c(N)c1-c1ccccc1	-11	7	-22	-0.2	-2	-15	0.3	-1.2	2.2
CCC(CC)C(=O)Nc1c2c(nn1-c1ccc(OC)cc1)CS(=O)(=O)C2	8	-8[fluorescence artefact?]	-11	0.6	-7	-8	0.0	-0.89	0.6
CN(C)CCCN1C(=O)c2oc3ccccc3c(=O)c2C1c1cccs1 (centres undefined)	-8	5	-19	0.8	1	-61	0.1	7.3*	-1.4
Cc1cc(C)[n+](-c2ccc(Oc3ccccc3)c(S(=O)(=O)[O-])c2)[nH]1	6	1	-8	0.6	-4	-7	-0.4	-0.0017	-0.1
Cc1cc(=O)n2nc(N3CCCC(C(=O)N4CCc5ccccc54)C3)sc2n1 (centres undefined)	4	-3	-19	-0.3	-7	22	2.3	0.032	-5.6
N/C(=N\OC(=O)c1cccc2ccccc12)c1ccccn1	-46	-2	-2	-0.9	nt	4	-0.6	-0.6	-3.9
COc1ccc(NC(=O)COc2ccc(N(C)S(=O)(=O)c3ccc(C)cc3)cc2)cc1	1	-2	-4	0.7	nt	10	0.0	-1.7	3.6
CCn1c(-c2nonc2NC(=O)c2ccccc2)nc2ccccc21	-7	-2	-14	0.1	nt	-37	0.2	nt	-3.2
COc1ccc(NC(=O)CNC(=O)Cn2c(C)cc3ccccc3c2=O)c(OC)c1	-9	2	0	0.7	-5	-2	0.4	1.1	-0.8
CCCC(=O)NC(c1ccc2c(c1)OCO2)c1cc(Cl)c2cccnc2c1O (centres undefined)	-2	17	7	0.4	0	10	6.2	4.1*	-6.7
O=S(=O)(Nc1ccncc1Cl)c1cc(Cl)ccc1Cl	2	4	-20	1.3	6	24	1.0	0.088	0.9

Some entries already given, showing only Calpain2 inh and KCC2 mod.
SMILES,Calpain2 inh,KCC2 mod
COc1ccc(NC(=O)C2CCN(S(=O)(=O)c3cccc4cccnc34)CC2)cc1OC,-37,-0.11
N#Cc1ccc(CSc2nnc(NC(=O)C3CC(=O)N(c4ccc5c(c4)OCCO5)C3)s2)cc1 (centres undefined),-72,-0.43
O=C(CCc1ccccc1)Nc1nnc(-c2ccc3c(c2)CCCC3)o1,12,2.6
C=CCn1c(SCC(=O)Nc2ccccc2C)nnc1-c1ccncc1,-30,1.7

New compounds follow
SMILES	MDM2 E3 inh	eIF4E-4G inh	EBV gp42 inh	PERK inh	Rad51 HR inh	Calpain2 inh	zVAD death inh	KCC2 mod	TNF necrop inh
Cc1csc(NC(=O)[C@@H](NC(=O)c2ccccc2)C(C)C)n1	12	4	-8	-1.3	21	7	nt	-0.7	-1.1
COc1ccc(CC(=O)NCc2n[nH]c(=S)n2-c2cccc(Cl)c2)cc1	12	-1	-12	0.3	0	-21	0.7	-0.47	-0.9
CC(C)(C)OC(=O)N[C@@H](Cc1ccccc1)c1nnc(SCC(N)=O)o1	-6	-5	-5	-0.4	5	-4	0.0	-0.12	2.8
O=C(O)c1cc2c(ccc3ccccc32)o1	-14	-17	-1	0.7	0	-23	0.3	-0.57	-2.7
c1ccc(CSC2=NCCCN2)cc1	11	3	2	-0.8	0	8	0.3	nt	0.6
COc1ccc(NC(=O)CSc2nc3ccsc3c(=O)n2Cc2ccccn2)c(OC)c1	5	-2	-18	0.1	13	0	2.6	-0.65	1.2
COc1ccccc1N1CCN(C(=O)c2cc(-c3cccs3)on2)CC1	-3	2[fluorescence artefact?]	-21	0.8	3	15	1.7	-0.87	0.1
CCN(CC(=O)N1CCOCC1)S(=O)(=O)c1ccc(C)cc1	-14	-7[fluorescence artefact?]	-23	0.3	nt	30	0.3	1.4	-0.1
Cc1nn(CC(=O)NCCc2ccccc2)c(C)c1[N+](=O)[O-]	-11	2	-7	0.1	nt	-8	0.0	0.16	0.9
NC(=O)CC(NC(=O)Cc1cccc2ccccc12)c1ccc(NCc2ccccc2)c([N+](=O)[O-])c1 (centres undefined)	13	-4	-26	nt	5	-35	-0.4	-0.98	2.8
CCCCN(CCCC)c1ccc(C(=O)c2ccccc2C(=O)O)c(O)c1	-3	7	4	0.6	-4	3	0.5	-2.5	-1.3
CC(NCc1ccccc1Cl)C(=O)Nc1ccc(C#N)cc1 (centres undefined)	-17	-1	7	-0.2	1	9	1.2	0.59	1.2
COc1cc(/C=C(/C#N)C(=O)Nc2ccc(C)cc2)ccc1Oc1nc(Cl)ncc1F	5	-1	-25	0.2	-1	-53	0.9	0.0024	-0.9
COc1ccc(OCc2cnc(Cl)s2)cc1	-12	2[fluorescence artefact?]	-22	-0.2	2	15	-0.3	nt	1.6
Cc1ccccc1NC(=O)CCC(=O)OCC(=O)c1cccc([N+](=O)[O-])c1	11	6	-14	1.1	nt	-1	1.1	-0.099	-0.5
Cc1ccc(/C=C2\SC(=S)N(c3cccnc3)C2=O)cc1	-7	-7	-3	0.8	3	3	0.2	-0.14	-3.8
Cc1cccc(C)c1NC(=O)C1CCCN1C(=O)OC(C)(C)C (centres undefined)	-5	1	-11	-0.1	9	36	0.3	nt	-0.2
CCCCN1CNC(=S)N(CCc2ccc(OCC)c(OCC)c2)C1	-11	-3	-8	1.2	19	-11	-0.5	-0.083	0.5
Cn1cccc1C(=O)OCC(=O)Nc1ccc2c(c1)OCO2	-5	2	-18	0.1	4	3	0.6	0.68	0.6
CON(c1nc(Cl)nc(N(C)C)n1)S(=O)(=O)c1ccccc1Cl	-1	1	-20	-0.2	-1	3	-0.5	-0.028	-6.8
O=C(NNC(=O)NC1CCCCC1)NC1CCCCC1	-15	1	2	0.5	12	-13	0.5	0.36	0.0
c1coc(-c2nnc3sc(C4CCCCC4)nn23)c1	-14	3[fluorescence artefact?]	-2	0.0	-3	-3	24	0.35	-0.4
Cc1nn(-c2ccccc2)c(C)c1/C=C/C(=O)OC(C)C(N)=O (centres undefined)	3	5[fluorescence artefact?]	-16	1.0	24	-7	0.7	0.37	4.7
CC[n+]1ccc2cc(OC)c(OC)cc2c1Cc1ccc(OC)c(OC)c1	-5	-2	-40	0.2	22	37	-0.1	nt	-0.7
CN(C)c1ccc(C2CC(c3ccccc3)=Nc3nc(-c4ccccc4)cn32)cc1 (centres undefined)	9	2	-36	0.2	nt	-85	37	-0.25	0.4
Other records:
SMILES	MDM2 E3 inh	eIF4E-4G inh	EBV gp42 inh	PERK inh	Rad51 HR inh	Calpain2 inh	zVAD death inh	KCC2 mod	TNF necrop inh
CCN(CC)S(=O)(=O)c1cccc2cc(C(=O)O)c(O)cc12	-11	3	0	-0.6	4	i	0.6	-0.12	0.2
Cc1csc(NC(=O)c2cc(=O)[nH]c3ccc(S(=O)(=O)N4CCOCC4)cc23)n1	1	-3	-24	0.7	9	-308	1.0	0.48	1.0
Nn1c(COc2cccc(Br)c2)nnc1SCC(=O)N1CCc2ccccc2C1	-18	-9	-16	0.9	-1	20	1.3	-3	0.2
CCC(=O)Nc1ccc(-c2nc(-c3ccccc3)n(CC(=O)N3CCCCC3)n2)cc1	-7	-4	-11	0.0	11	-12	0.0	0.16	-2.3
Cc1ccn2c(-c3csc(NCc4ccccc4)n3)c(C)nc2c1	-25	-2	-7	-1.2	-4	-1	-0.3	-0.084	-2.0
CCC(C)c1ccc(O)c(NC(=O)c2cccnc2)c1 (centres undefined)	-7	-8[fluorescence artefact?]	-26	1.4	11	-3	0.1	0.24	24
CCCc1noc2c1C(c1ccoc1)C(C#N)=C(N)N2 (centres undefined)	-8	3[fluorescence artefact?]	8	-1.1	-13	-1	-0.3	nt	-6.1
Cc1nc(SCC(=O)NCc2ccc3c(c2)OCO3)c(C#N)c2c1CCCC2	-10	-12	-18	-1.2	0	30	-0.1	nt	0.0
O=C(O)C(C(=O)/C=C/c1ccco1)=C1SCCS1	-8	6[fluorescence artefact?]	1	1.1	-2	-21	-1.6	-0.11	-3.2
CCN(CC)c1nc2c(s1)C(=O)NCCC2	-13	-1	-4	0.3	-1	-26	-0.1	-0.058	-0.1
CCCCN(CCCC)C(=O)c1cc2ccccc2c(=O)o1	10	11	-14	0.3	-4	-7	-0.9	-0.67	0.0
Cc1cc2cccc(C)c2nc1SCC(=O)N(C)c1nc(-c2ccccc2)cs1	-7	13	7	0.8	-4	28	-0.2	1.8	0.2
CC(=O)c1cccc(NC(=O)COc2ccccc2)c1	-5	3	-19	1.1	2	-46	0.0	-1.1	-0.3
CC(NC(=O)c1ccc(Br)s1)C1CCCO1 (centres undefined)	-14	3	-29	0.4	nt	-2	-0.4	nt	0.5
CCN1CCN(C(=O)CN(C)S(=O)(=O)c2ccc(Cl)cc2)CC1	-16	-5	-24	-0.2	-1	14	-0.2	-1.1	-1.4
COc1ccc(CNC(=O)/C=C/C(=O)O)cc1	-9	-5	-8	1.7	11	2	-0.5	0.68	-0.9
CCc1nnc(NS(=O)(=O)c2ccc(NC(=S)NC(=O)c3cccs3)cc2)s1	-5	-2	-3	1.3	3	-63	5.3	-1.8	1.0
